HepG2 tox: HepG2 cytotoxicity, counter-screen for TGF-b inhibitors; actives 0.76% (n = 410,000); HepG2 CAGA-GFP viability, ATP luminescence, 18 h; Potency, µM (titrated, usually from 46.1 µM), without a hit: top-dose activity change, negative = cytotoxicity, most hits filed as cytotoxic; further: potency means the concentration at half of the fitted maximal effect; some results filed as inactive show a strong effect at the top dose
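HepG2 CAGA-GFP cells (1000/well, DMEM with 1% FBS) received compound, then TGF-beta at 500 pg/mL final, and were incubated 18 hours at 37 degrees C. Viability was read by CellTiter-Glo luminescence. Media-only wells were set as complete cell-killing and DMSO as no toxicity.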
IL-2 act: activates IL-2 in a cell-based reporter assay; IL-2 activation reporter assay, cell-based qHTS; stimulated with anti-CD3/CD4/CD28 beads; in transgenic mouse T cells; AID 652025; activation, % (series mostly up to about 46 µM); actives 0.065% (n = 360,000); in the data active means activation above about 50%; inconclusive means mostly about 30% to 49%; further: 0% is about no effect
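Unstimulated transgenic mouse T cells preincubated 60 min with compound, then stimulated with anti-CD3/anti-CD4-coated beads plus anti-CD28 for 18 h at 37 degrees C. IL-2 response read as EGFP and DsRed fluorescence by plate cytometry.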
Nrf2 block: blocks Nrf2 signaling; Potency, µM (doses to about 46 µM), for the others: at the highest dose activity change, negative = inhibition, most hits filed as inhibitors; actives 2.1% (n = 360,000); A549 ARE-Fluc reporter, luciferase luminescence, 18-24 h; further: potency means the concentration at half of the fitted maximal effect; on the % scale 0 is the no-effect control and ±100 the full control effect; nearly all actives have a fitted effect of over 60% in size
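In this cell-based qHTS, ARE-driven firefly luciferase in A549 cells reports Nrf2 activity; the luminescent signal after BugLite lysis is the measured value, with a prior CellTiter-Fluor read for cell health.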
ATXN viability: cell viability loss in ATXN counter-screen; S2 cells (HEK-293 line with an ATXN2-luciferase reporter) viability, CellTiter-Fluor protease fluorescence, 24 h; Potency, µM (doses to about 56.7 µM), hits mostly cytotoxic; actives 0.49% (n = 400,000); further: potency means the concentration at half of the fitted maximal effect; nearly all actives have a fitted effect of over 40% in size
Nrf2 activator: activates Nrf2 signaling; AID 624171; AREc32 ARE-luciferase reporter (MCF7-derived line), luminescence, 24 h; actives 0.31% (n = 410,000); Potency, µM (doses to about 46.1 µM), inactives show at the highest dose activation, actives largely listed as activators; further: potency means the concentration at half of the fitted maximal effect; % of control where 0% means no effect; nearly all actives have a fitted effect of over 65% in size
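Luminescent ARE reporter assay in AREc32_Fluc cells: overnight plating at 37 deg C, 24 hr compound incubation, Steady-Glo added, 30 min RT before reading.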
EPAC2 agonist: activates human EPAC2 exchange factor; Q8WZA2; EPAC2 activation, biochemical qHTS; response scale: 100% = 6.5 mM cAMP response; Potency, µM (titrated, usually from 154 µM), without a hit: at the highest dose activation, usual class: activators; actives 0.079% (n = 360,000); AID 720711; further: potency means the concentration at half of the fitted maximal effect; nearly all actives have a fitted effect of over 50% in size
Target sequence (Q8WZA2 whole entry, looked up): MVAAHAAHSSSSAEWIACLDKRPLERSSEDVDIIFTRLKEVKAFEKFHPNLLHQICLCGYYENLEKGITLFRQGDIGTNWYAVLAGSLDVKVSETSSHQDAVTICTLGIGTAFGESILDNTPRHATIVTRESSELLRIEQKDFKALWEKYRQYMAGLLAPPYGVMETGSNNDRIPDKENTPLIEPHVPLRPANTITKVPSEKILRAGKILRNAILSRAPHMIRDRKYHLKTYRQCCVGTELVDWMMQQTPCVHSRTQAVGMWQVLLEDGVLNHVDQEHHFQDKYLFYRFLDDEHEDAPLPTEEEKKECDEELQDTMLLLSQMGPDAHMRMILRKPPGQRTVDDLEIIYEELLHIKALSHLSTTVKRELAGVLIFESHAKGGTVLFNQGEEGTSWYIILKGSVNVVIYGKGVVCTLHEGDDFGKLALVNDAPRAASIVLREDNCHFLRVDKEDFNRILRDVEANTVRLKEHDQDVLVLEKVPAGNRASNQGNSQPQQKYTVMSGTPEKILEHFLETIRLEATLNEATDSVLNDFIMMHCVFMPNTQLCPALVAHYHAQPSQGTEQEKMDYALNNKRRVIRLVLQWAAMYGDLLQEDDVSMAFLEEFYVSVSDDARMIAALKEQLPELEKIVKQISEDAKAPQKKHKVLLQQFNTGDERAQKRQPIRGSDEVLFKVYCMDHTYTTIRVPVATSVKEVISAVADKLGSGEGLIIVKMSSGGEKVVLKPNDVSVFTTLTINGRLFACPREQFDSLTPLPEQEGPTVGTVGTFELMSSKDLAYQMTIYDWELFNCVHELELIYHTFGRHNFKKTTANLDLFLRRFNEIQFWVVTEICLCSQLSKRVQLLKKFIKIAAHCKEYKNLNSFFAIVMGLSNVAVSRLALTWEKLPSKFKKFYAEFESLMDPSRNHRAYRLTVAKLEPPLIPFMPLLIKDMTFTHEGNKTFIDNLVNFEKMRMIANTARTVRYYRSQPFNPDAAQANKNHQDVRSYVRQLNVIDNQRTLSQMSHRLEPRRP
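Setup: EPAC2 100 nM, labeled Rap1B complex 250 nM, free GDP 50 uM. Compound titrations pinned in, brief spin, 5 min room temperature incubation. Kinetic fluorescence read over 30 min, normalized to 6.5 mM cAMP.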
A549 tox: kills or reduces viability of A549 cells in Nrf2 counter-screen. A549 ARE-Fluc cells, CellTiter-Fluor viability, 18-24 h. Potency, µM (highest dose often 46 µM), without a hit: at the highest dose activity change, negative = cytotoxicity, actives largely listed as inhibitors. actives 0.16% (n = 390,000); further: potency means the concentration at half of the fitted maximal effect; on the % scale 0 is the no-effect control and ±100 the full control effect
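A549 ARE-Fluc cells in 5% FBS OPTI-MEM, 5000 cells/well, rested 2 h then exposed to compounds in concentration-response for 18-24 h at 37 °C. Viability by CellTiter-Fluor fluorescence (Ex 405/Em 525) after 30 min; luciferase luminescence (BugLite, 15 min, RT) read afterwards.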
ATXN2 expr inh: ATXN2 expression inhibition; HEK-293 ATXN2-luciferase reporter, luminescence, 24 h; Potency, µM (doses to about 57 µM), inactives show top-dose activity change, negative = inhibition, actives largely listed as inhibitors; actives 0.72% (n = 360,000); further: potency means the concentration at half of the fitted maximal effect; on the % scale 0 is the no-effect control and ±100 the full control effect; nearly all actives have a fitted effect of over 55% in size
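ATXN2-luciferase reporter cells (luciferase flanked by upstream and downstream ATXN2 gene portions) were treated 24 h at 37 °C with compounds at up to 57 uM. SteadyGlo luminescence gave expression; GF-AFC fluorescence gave viability.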
TGFb inhibitor: TGF-b pathway inhibition; HepG2 CAGA-GFP TGF-b/SMAD3 reporter, GFP fluorescence, 18 h; TGF-beta stimulated, 500 pg/mL final; actives 1.2% (n = 410,000); Potency, µM (top dose mostly 46.1 µM), for inactives: top-dose activity, negative = inhibition, usual class: inhibitors; further: potency means the concentration at half of the fitted maximal effect; on the % scale 0 is the no-effect control and ±100 the full control effect; nearly all actives have a fitted effect of over 65% in size
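GFP signal (ex488/em500-530) from TGF-beta-stimulated HEPG2 CAGA-GFP cells, 500 pg/mL final, 18 h at 37 degrees C in DMEM plus 1% FBS, normalized to unstimulated and DMSO-stimulated controls.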
An asterisk follows results filed as active; i = inactive; u = inconclusive; x = no result given; & = joins results of further samples; [ ] = another dose, or the depositor's remark. Unless noted, the call rests on the fitted dose curve; in most records, active means well fitted curve in the direction sought with a large enough effect; inconclusive means small, poorly fitted or top-dose-only effect, or another doubt; inactive means no such curve, though single readings can be large; an effect the other way counts as inactive or inconclusive.

SMILES	HepG2 tox	IL-2 act	Nrf2 block	ATXN viability	Nrf2 activator	EPAC2 agonist	A549 tox	ATXN2 expr inh	TGFb inhibitor
CCOC(=O)[C@]12CCC=C1N(Cc1cccc3ccccc13)C(=O)[C@H](CC(=O)N1CCCCC1)C2	x	-0.6	x	u	4.6%	13%	x	-5%	x
CC1(C)CCc2cc(S(=O)(=O)N3CCN(S(=O)(=O)c4c(F)cccc4F)CC3)ccc2O1	3%	7.8	u	i	-0.2%	-2%	-2%&5%&-2%	50%[activator]	-10%
CCOCCCn1c(SCC(=O)NC(C)(C)C)nc2ccccc2c1=O	-5%	1.3	10%	i	-0.3%	0%	-1%	-19%	-15%
COc1ccc(NC(=O)CN2CCN(c3ccc(C)cc3C)CC2)cc1	4%	-0.7	u	i	0.0%	1%	-1%	-1%	-16%
Cc1cc(C)n2nc(SCC(=O)N3CCN(c4ccccc4)CC3)nc2n1	23%	-1.8	-18%	u	2.8%	12%	10%	2%	7%
O=C(Nc1nnc(C2CCCCC2)s1)C1CC(=O)N(c2ccc(F)cc2)C1 (stereo not drawn)	-5%	-2.7	5%	i	-0.7%	-6%	-3%	-6%	-34%
CC(C)Cn1c(N)c(C(=O)COC(=O)c2cc(-c3ccco3)nc3ccccc23)c(=O)n(C)c1=O	-26%	-0.3	u	i	14%	-7%	-3%	-17%	u
CCC(C)Sc1nnc(Cc2cc(=O)[nH]c(=O)[nH]2)n1-c1ccc(F)cc1 (stereo not drawn)	11%	-0.5	u	i	0.2%	0%	0%	-1%	-2%
Cc1cccc(C)c1OC(=O)CSc1nnc(-c2cccs2)o1	-21%	x	-7%	x	5.9%	x	-2%	x	u
O=C(Nc1ccccc1OC(=O)c1ccccc1)c1ccccc1	-5%	0.2	12%	i	11%	7%	11%	28%	-9%
CCOc1ccc(OCC)c(NC(=O)CN(c2ccc(OC)cc2)S(=O)(=O)c2c(C)noc2C)c1	8%	-2.3	-10%	i	2.0%	-2%	3%	6%	9%
Cc1ccc2cc(CN(CC3CCCO3)S(=O)(=O)c3ccc4c(c3)OCCO4)c(=O)[nH]c2c1C (stereo not drawn)	-19%	1.5	5%	u	-0.7%	16%	-8%	15%	0%
COc1ccc([C@@H]2[C@@H]3C(=O)N(C(C)(C)C)C(=O)[C@@H]3[C@]3(Cc4ccc(Cl)cc4)C(=O)N(c4ccc(C)cc4)C(=O)N23)cc1	1%	-0.4	0%	i	2.8%	0%	2%	8%	u
COc1ccccc1-n1c(-c2ccccc2)n[nH]c1=S	-43%	-2.8	7%	i	-0.6%	20%	1%	-6%	11%
Cc1ccc(C(=O)NC(=S)NNC(=O)c2ccc([N+](=O)[O-])cc2)cc1	-16%	-0.1	u	i	-0.1%	6%	-9%	-20%	-21%
COCc1nc2ccccc2n1Cc1ccccc1C	-8%	-2.8	2%	i	-0.9%	-2%	-2%	-3%	-9%
CC(=O)Nc1ccc(NS(=O)(=O)c2ccc(Cl)c(C(=O)O)c2)cc1	0%	0.5	x	i	1.9%	10%	4%	-10%	-13%
CCCCC(=O)Nc1ccc(Cl)cc1F	15%	-1.8	x	i	0.1%	2%	x	x	19%
CCN(CC)CCCN(Cc1cc2cc3c(cc2[nH]c1=O)OCO3)C(=S)Nc1ccc(OC)cc1	-22%	0.2	0%	x	0.3%	u	3%	-22%	11%
CCCCCC(=O)C(=O)c1ccc(O)cc1O	0%	-0.5	3%	i	0.5%	6%	-8%	x	-5%
O=C1NCC(c2ccccc2)(c2ccccc2)C(=O)N1	1%	0.2	-13%	i	0.3%	6%	3%	-11%	-8%
COCCNC(=O)/C(C#N)=C/c1c(N2CCCCCC2)nc2ccccn2c1=O	-20%	-6.2	-13%	i	2.8%	-1%	u	2%	4%
O=C(N1CCOCC1)n1cnc2ccccc21	-19%	-1.0	u	i	-0.5%	8%	15%	4%	u
COc1cc(C)c(S(=O)(=O)NOCc2ccc([N+](=O)[O-])cc2)c(C)c1C	-1%	0.9	-11%	i	-0.3%	21%	0%	-24%	-29%
Clc1cccc(Oc2cnns2)c1Cl	3%	-0.6	u	i	2.1%	11%	10%	-12%	7%
COc1ccc(O)c(C(=O)c2cnc3c(c2)c(C)nn3CCO)c1	1%	0.2	4%	i	1.7%	2%	0%	11%	2%
COc1ccc(OC)c(-n2cnc3cc(C(=O)O)ccc32)c1	8%	0.2	16%	i	-0.6%	4%	-1%	-2%	0%
Cc1cc2c3c(c1)C1(SCC(=O)N1c1ccc(F)cc1)C(=O)N3C(C)(C)CC2C (stereo not drawn)	-12%	-2.6	x	i	2.4%	11%	2%	u	u
O=C(COC(=O)C(Cc1ccccc1)NC(=O)c1cccs1)NCc1ccccc1 (stereo not drawn)	2%	-0.4	7%	i	-1.3%	14%	2%	7%	-3%
O=S(=O)(c1ccc(F)cc1)N1CCN(CCc2ccccc2)CC1	-14%	0.1	u	i	-0.2%	2%	-1%	-4%	-18%
CCOC(=O)CNC(=O)C1c2ccccc2C(=O)N(c2ccc(OC)cc2)C1c1ccc(OC)cc1 (stereo not drawn)	0%	-0.8	7%	i	0.0%	10%	-17%	-3%	1%
Cc1ccc(C)c(NC(=O)Cn2ccn(-c3ccc4c(c3)OCO4)c(=O)c2=O)c1	-3%	0.2	u	u	-0.8%	0%	-8%	-3%	-1%
COC(=O)c1ccc(Cn2nc(-c3ccccc3)ccc2=O)cc1	8%	-2.0	4%	i	-0.5%	7%	1%	1%	-1%
Clc1ccc(Cl)c(-c2nn3c(COc4ccccc4)nnc3s2)c1	3%	2.7	u	i	0.0%	-19%	1%	-20%	-4%
Cc1ccccc1Cc1c(C)nc2c(C(=O)NCc3ccco3)cnn2c1C	-8%	-2.9	u	i	9.8%	19%	-25%	-17%	u
CCc1ccc(NCc2cc3cc4c(cc3n(CC(=O)Nc3cccc(OC)c3)c2=O)OCO4)cc1	-29%	x	-1%	i	6.4%	x	1%	3%	u

4 successive entries out of the list so far, for reference:
SMILES	HepG2 tox	IL-2 act	Nrf2 block	ATXN viability	Nrf2 activator	EPAC2 agonist	A549 tox	ATXN2 expr inh	TGFb inhibitor
COc1ccc(OC)c(-n2cnc3cc(C(=O)O)ccc32)c1	8%	0.2	16%	i	-0.6%	4%	-1%	-2%	0%
Cc1cc2c3c(c1)C1(SCC(=O)N1c1ccc(F)cc1)C(=O)N3C(C)(C)CC2C (stereo not drawn)	-12%	-2.6	x	i	2.4%	11%	2%	u	u
O=C(COC(=O)C(Cc1ccccc1)NC(=O)c1cccs1)NCc1ccccc1 (stereo not drawn)	2%	-0.4	7%	i	-1.3%	14%	2%	7%	-3%
O=S(=O)(c1ccc(F)cc1)N1CCN(CCc2ccccc2)CC1	-14%	0.1	u	i	-0.2%	2%	-1%	-4%	-18%

The list continues.
SMILES	HepG2 tox	IL-2 act	Nrf2 block	ATXN viability	Nrf2 activator	EPAC2 agonist	A549 tox	ATXN2 expr inh	TGFb inhibitor
CCOc1cccc(C(=O)N2CCCN(C)CC2)c1	1%	-0.7	3%	i	-2.0%	2%	12%	x	4%
Cc1ccc2nc(NC(=O)c3cc(-c4ccco4)nc4ccccc34)sc2c1	-39%	3.2	23µM*	i	-0.1%	15%	-11%	-20%	0%
COC(=O)c1ccc(C(=O)OC)c(NC(=O)Oc2ccccc2)c1	0%	-1.1	16%	i	0.4%	2%	3%	12%	11%
COc1ccc(-c2cccc(NS(=O)(=O)c3cccs3)c2)nn1	-16%	x	x	i	4.7%	x	8%	5%	-21%
COc1cccc(-c2sc3ccc(OC)cc3c2-c2ccc(C(N)=O)cc2)c1	-21%	-0.6	2%	i	6.7%	6%	-9%	-11%	-2%
COC(=O)C1=CN(CC2CCCO2)C=C(C(=O)OC)C1c1ccsc1 (stereo not drawn)	12%	-1.2	-6%	i	0.1%	-12%	-2%	1%	-3%
Cc1ccc(-c2nc3ncccc3o2)cc1NC(=O)c1ccc(-c2ccc(Cl)cc2)o1	-13%	x	-7%	i	-0.8%	x	2%	3%	3%
C/C(=N\NC(=O)c1cccs1)c1ccc(C(=O)O)s1	1%	-2.2	12%	i	2.5%	9%	0%	78%[activator]	0%
O=C(O)c1cccc(-n2nnnc2SCc2ccccn2)c1	13%	0.6	10%	i	-0.6%	1%	-1%	-2%	7%
CC(C)(C)c1ccc(C(=O)NCC2CCCN2S(=O)(=O)c2ccccc2)cc1 (stereo not drawn)	-14%	-1.0	21µM*	i	13%	-4%	-7%	6%	-18%
O=C(Cc1ccc(Cl)cc1Cl)NCC1(N2CCOCC2)CCCCC1	4%	-0.7	u	i	-0.2%	-4%	2%	-29%	3%
O=C(NC1CCCCCC1)C1CCN(S(=O)(=O)c2ccccc2)CC1	-4%	-1.9	7%	i	0.0%	1%	19%	-1%	25%
Cc1cc(C(=O)Cn2ncc(Cl)c(Cl)c2=O)c(C)n1CC(F)(F)F	-42%	-2.4	u	u	u	-17%	3%	u	u
Cc1cc(C)cc(NC(=O)c2cc(S(=O)(=O)NCc3ccco3)ccc2F)c1	-21%	-0.6	x	i	0.7%	-9%	-1%	u	-8%
O=C(OCc1ccc([N+](=O)[O-])cc1)C1CC(=O)N(Cc2ccccc2)C1 (stereo not drawn)	-10%	-0.7	23%	i	0.2%	2%	-1%	1%	-23%
S=C(NCC(c1cccnc1)N1CCOCC1)NC1CCCCC1 (stereo not drawn)	16%	-1.8	-2%	i	3.1%	3%	-2%	15%	10%
CSc1ccccc1C(=O)NCC(c1ccco1)N1CCCCC1 (stereo not drawn)	-8%	2.5	u	u	0.1%	-8%	-6%	-27%	-1%
Clc1cccc(N2CCN(c3ncnc4c3nc3n4CCCCC3)CC2)c1	-47%	x	13µM*	x	0.1%	x	u	18µM*	u
Cc1oc(-c2cccs2)nc1CSCC(=O)NC1CC1	-7%	0.6	7%	i	0.8%	-3%	5%	0%	-2%

Screening data as filed in PubChem BioAssay.

Random draw from the library (roughly 4.3% active in at least one column).
